Screens: PubChem BioAssay, several laboratories
hgDAF-12 ag – hgDAF-12 agonism, primary luciferase screen | activation, % at 6.8 µM | HEK293 GAL4-hgDAF12 UAS-luciferase reporter, agonist luminescence; normalized to butyrate control | 370,000 tested, 1.8% active;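 active means activation above a cutoff set at the mean of all screened compounds plus 3 SD, cut at about 10% in these data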;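 further: 0% = DMSO wells and 100% = sodium butyrate wells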
DAX1 inh-1 – DAX1 (NR0B1) inhibition, primary screen; inhibition, % at 6.8 µM; AID 652010; HEK293T StAR-luciferase reporter, SF-1/DAX-1 repression relief; 370,000 tested, 1.1% active;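 active means inhibition above the mean over all tested compounds plus 3 SD, cut at about 3.6% in these data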;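 further: 0% = DAX-1 cells with DMSO and 100% = cells lacking DAX-1 with DMSO; higher inhibition means more luminescence from relief of DAX-1 repression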
GC-A act – GC-A (human) enzyme activation; 370,000 tested, 0.14% active; activation, % at 10 µM; AID 1671463; HEK293 GC-A cells, cGMP TR-FRET, EC30 ANP; 0% at EC30 ANP, 100% saturating ANP; in the data active means activation above about 40%
SMARCA2 activ – increases SMARCA2 function in MMTV reporter cells. activation, % at 9.1 µM. MG213 cells, MMTV-luciferase reporter, dexamethasone, overnight. AID 652017. 370,000 tested, 1% active; in the data active means activation above about 7.8%;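 further: 0% = vehicle wells and 100% = reference activator wells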
PG9 binder – binds the HIV-1 gp120 antibody PG9 | TR-FRET gp120-PG9 antibody binding | inhibition, % at 6.7 µM | 360,000 tested, 0.43% active | AID 624416; in the data active means inhibition above about 8.5%
ADAM10 inh – inhibitors of human ADAM10; O14672; recombinant ADAM10, EDANS/DABCYL FRET peptide cleavage, 3 h; inhibition, % at 7 µM; 370,000 tested, 0.62% active; AID 720582;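 active means inhibition above a per-campaign cutoff equal to the mean of compounds falling between control-based bounds plus 3 SD, cut at about 20% in these data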;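 further: 0% = DMSO wells while the 100% control is not disclosed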
DAX1 inh-2 – inhibits human nuclear receptor DAX1; HEK293 Gal4-DAX1 luciferase reporter, luminescence; inhibition, % at 6.75 µM; 340,000 tested, 0.99% active; AID 504766;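 active means inhibition above the mean over all tested compounds plus 3 SD, cut at about 4.2% in these data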;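 further: 0% = DAX1-transfected cells with DMSO and 100% = empty-vector control cells with DMSO; inhibition shows as a rise in luminescence from relieved DAX1 repression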
Target sequence (P51843 207-470 limits assumed): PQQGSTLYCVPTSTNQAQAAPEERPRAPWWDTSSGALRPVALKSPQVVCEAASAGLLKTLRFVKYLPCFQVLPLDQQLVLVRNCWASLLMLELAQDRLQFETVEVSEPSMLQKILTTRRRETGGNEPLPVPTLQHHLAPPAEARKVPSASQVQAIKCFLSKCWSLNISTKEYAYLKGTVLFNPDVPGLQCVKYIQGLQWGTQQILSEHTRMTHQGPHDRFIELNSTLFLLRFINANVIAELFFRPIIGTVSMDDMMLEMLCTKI
ADAM17 inh – inhibitors of human ADAM17. 370,000 tested, 0.83% active. P78536. recombinant ADAM17, EDANS/DABCYL FRET peptide cleavage. inhibition, % at 6.95 µM;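 active means inhibition above the mean of compounds lying between control limits plus 3 SD, set per campaign, cut at about 8.5% in these data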;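 further: 0% = DMSO-only wells as the low control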
Target sequence (P78536 215-824 limits assumed): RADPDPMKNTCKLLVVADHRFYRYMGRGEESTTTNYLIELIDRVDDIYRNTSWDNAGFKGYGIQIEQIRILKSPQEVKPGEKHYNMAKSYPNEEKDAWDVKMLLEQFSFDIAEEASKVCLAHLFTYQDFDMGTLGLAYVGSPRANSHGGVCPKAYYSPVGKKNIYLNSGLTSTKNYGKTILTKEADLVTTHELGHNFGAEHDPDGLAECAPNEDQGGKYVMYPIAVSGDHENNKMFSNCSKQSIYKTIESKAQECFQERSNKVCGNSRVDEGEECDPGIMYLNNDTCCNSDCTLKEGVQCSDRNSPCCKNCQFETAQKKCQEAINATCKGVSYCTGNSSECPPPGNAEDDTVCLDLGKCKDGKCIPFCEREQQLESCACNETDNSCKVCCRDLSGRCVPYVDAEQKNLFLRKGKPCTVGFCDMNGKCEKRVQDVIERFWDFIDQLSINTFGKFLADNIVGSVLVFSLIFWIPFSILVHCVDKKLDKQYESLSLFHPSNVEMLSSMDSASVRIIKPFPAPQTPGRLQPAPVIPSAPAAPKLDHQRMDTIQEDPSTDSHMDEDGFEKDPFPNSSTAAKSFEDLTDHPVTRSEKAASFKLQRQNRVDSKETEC
hcDAF-12 act – activates DAF-12 receptor from parasite H. contortus; activation, % at 6.8 µM; AID 652067; 370,000 tested, 1.4% active; HEK293 hcDAF-12 lit1-tk-luc reporter, luminescence; 0% DMSO, 100% Δ7-dafachronic acid;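 active means activation above the mean of all tested compounds plus 3 SD, cut at about 5.5% in these data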;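 further: 100% = response to 3 µM Δ7-dafachronic acid high control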
ssDAF12 agonist – activators of S. stercoralis DAF-12 nuclear receptor; HEK293 ssDAF-12/GRIP1 lit1-tk-luc reporter, luminescence; % of 3 µM dafachronic acid response; activation, % at 6.8 µM; 370,000 tested, 1% active; AID 652126;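 active means activation above the mean over all tested compounds plus 3 SD, cut at about 0.9% in these data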;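 further: 0% = DMSO-only wells and 100% = 3 µM delta7-dafachronic acid wells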
GAA850 FXN act – activators of GAA850 frataxin (FXN) promoter; activation, % at 6 µM; 360,000 tested, 0.56% active; HEK293 lucGAA850 FXN promoter luciferase reporter, 24 h; percent of 10 µM SAHA response;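 active means activation above the average of all compounds screened plus 3 SD, cutoff fixed separately per campaign, cut at about 7.5% in these data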;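 further: 0% = DMSO wells and 100% = 10 µM SAHA wells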
Active calls of the source: *; i = inactive; x = not tested or not shown; & = joins results of further samples. Rows were taken by chance. About 6.8% of those tested had a hit in this group.

SMILES	hgDAF-12 ag	DAX1 inh-1	GC-A act	SMARCA2 activ	PG9 binder	ADAM10 inh	DAX1 inh-2	ADAM17 inh	hcDAF-12 act	ssDAF12 agonist	GAA850 FXN act
COc1ccc(NC(=O)COC(=O)c2ccc([N+](=O)[O-])o2)cc1Cl	3.1	-0.4	-5	-1	-1.4	0	3.5	-1	0.5	-1.6	1.3
COc1ccc(/C=N/NC(=O)c2ccc(=O)[nH]n2)cc1OC	-1.9	-0.6	0	4	-1.1	0	-0.4	1	-1.5	-1.4	2.1
CCN(C[C@H]1N[C@@](Cc2ccccc2)(C(=O)OC)[C@H]2C(=O)N(C)C(=O)[C@@H]12)C(=O)c1ccc(F)cc1	-1.6	2.0	3	3	-0.8	2	0.3	-1	-0.5	-0.9	-2.2
CN(C)/C=C/C(=O)c1ccc(Oc2ccccc2)cc1	-2.2	-0.4	8	-1	-2.0	4	1.1	-1	-0.6	-1.6	7.8*
COc1ccc(Cc2nnc(NC(=O)Nc3ccc(C)cc3)s2)cc1OC	3.8	0.7	-7	4	-1.4	-4	1.1	0	-0.7	-1.2	2.4
CCc1cc(C(=O)Nc2nc(-c3ccccn3)cs2)sc1C	5.4	-1.3	0	3	-0.2	-33	6.7*	-4	3.9	-0.3	-0.7
C#CCN1CC(N(C)CCOC(=O)c2ccc(C(C)(C)C)cc2)CS1(=O)=O (centres undefined)	-2.7	-0.5	0	-4	x	2	x	-5	2.5	-0.9	x
c1cc(-c2ccc(CN3CCOCC3)cc2)n2ccnc2c1	1.5	-0.4	-6	-4	0.3	i	x	-416	-2.0	-1.0	3.2
O=S(=O)(c1c(Cl)cc(Br)cc1Cl)N1CCN(C(=S)NC2CC2)CC1	-0.2	-1.3	-2	-5	-1.3	6	-1.5	4	-1.4	-1.9	2.0
CCOc1ccccc1NC(=O)c1ccc(S(=O)(=O)N(C)C)cc1	-2.6	-0.5	3	-1	-1.4	-4	0.1	-3	0.0	-1.6	-0.5
N/C(Cc1ccc([N+](=O)[O-])cc1)=N\OC(=O)c1ccccc1F	6.8	1.0	1	5	-2.0	-4	-0.1	-3	3.9	-0.4	5.2
COc1cc(NC(=O)CN2CCN(Cc3ccc4c(c3)OCO4)CC2)cc(OC)c1	-0.3	0.1	5	-2	-2.0	4	0.6	-2	-1.4	-1.4	0.8
COc1ccc(CCNC(=O)c2ccc(Cl)cc2)cc1OC	0.9	-1.1	-4	0	-1.9	1	-0.7	-2	3.2	-0.8	1.6
Cc1ccc(CNC(=O)c2ccc(N3CCC4(CC3)CC(c3cccc(Br)c3)=NO4)c([N+](=O)[O-])c2)cc1	1.9	0.0	2	0	0.0	-6	0.1	-1	-1.2	-1.6	1.1
O=C(O)CC(NC(=O)C12CC3CC(CC(C3)C1)C2)c1ccc2c(c1)OCO2 (centres undefined)	-2.5	-0.4	2	5	-3.9	-1	0.8	0	-1.4	-0.5	0.0
Nc1[nH]c(C(=O)c2ccc(Br)cc2)c(-c2ccccn2)c1C(=O)NCCc1c[nH]c2ccccc12	-0.8	-1.0	-10	-7	-0.1	17	x	8.8*	-0.2	0.0	x
CCC1Nc2ncnc(N3CCN(c4ccccc4)CC3)c2N(Cc2ccccc2)C1=O (centres undefined)	-1.4&-1.8	-0.9&-1.6	-5&-7	-2&-2	-0.8&-0.7	3&-17	0.7	0&-4	-2.5&-2.0	-1.8&-1.4	0.5
CCCCCCCn1c(C)nnc1-c1cnn(C)c1N	3.2	0.4	-1	1	1.1	-5	0.5	-2	-0.6	-1.4	0.1
Cc1ccc(/C=C2\SC(=S)N(C3CCS(=O)(=O)C3)C2=O)o1 (centres undefined)	0.3	-0.7	-1	1	-3.7	1	0.3	-1	-0.6	-1.5	-0.9
O=C(Cc1c[nH]c2ccccc12)Nc1ccc(Nc2cccnc2)c(-c2cc(F)cc(F)c2)c1	-1.4	-1.8	-3	2	-0.7	-20	x	-9	-1.5	-0.9	x
CC(C)(C)S(=O)N1Cc2cc(=O)n(Cc3ccccc3)cc2[C@H]1CCO (some centres undefined)	-2.6	0.9	0	-5	-0.5	-18	-0.5	-8	0.7	-1.3	-0.3
COc1nc(N/N=C/c2ccc(-c3ccccc3[N+](=O)[O-])o2)nc(N2CCOCC2)n1	-1.3	-1.2	-2	-2	-0.7	0	-2.1	-1	0.4	0.0	3.7
CCCOc1ccc(F)cc1-c1cc(C(=O)Nc2ccc(F)cc2)[nH]n1	0.4	-1.1	10	0	-0.7	4	x	-1	-3.4	-1.7	-3.8
CCc1nnc(NS(=O)(=O)c2ccc(NCc3cc(Cl)ccc3O)cc2)s1	2.5	0.3	0	-3	-1.8	7	0.7	-6	1.0	-1.1	0.5
OCC1(Cc2cccc(Cl)c2)CCCN(Cc2cnn(-c3ccccc3)c2)C1 (centres undefined)	3.3	0.1	-18	-3	-2.7	16	1.4	5	-0.3	-1.6	-1.8
O=C(OCc1ccc([N+](=O)[O-])cc1)c1cc(=O)c2ccccc2o1	-0.3	0.0	-5	1	-1.5	9	0.6	-1	1.4	-0.1	3.4
CCCCc1ccc(NC(=O)CSC2=C(C#N)C(c3ccco3)C3=C(CCCC3=O)N2)cc1 (centres undefined)	-2.0	0.2	-9	-2	-2.7	13	2.7	5	-0.8	-1.2	4.9
Cc1cc(C)cc(-n2c(C)cc(/C=N\NC(=O)COc3cccc4cccnc34)c2C)c1	-4.5	0.0	0	-5	-2.5	-14	-1.6	-10	-1.8	-1.7	2.3
O=C1Nc2ccc(Br)cc2C1=C1CCCCC1	-1.8	-1.5	-33	-1	-0.6	-3	0.3	-4	3.1	-0.2	-1.8
C/C(=N\NC(=O)C1CC1)c1ccc(C)cc1C	-1.8	0.5	1	0	0.8	3	-1.6	-2	0.9	-0.7	1.1
Cc1cc2cc(CN(Cc3cccs3)Cc3nnnn3CC3CCCO3)c(=O)[nH]c2cc1C (centres undefined)	-0.6	-1.2	-2	0	-2.3	-6	1.3	-9	0.7	-1.0	1.8
CCC(CC)C(=O)Nc1c2cnn(-c3ccccc3)c2nc(=O)n1-c1ccccc1	-0.9	0.5	4	0	-1.4	-1	1.8	-1	0.2	-0.8	-0.1
CCOC(=O)N1CCC(NS(=O)(=O)c2ccc3c(c2)C(C)(C)C(=O)N3C)CC1	2.2	-1.1	2	-2	1.0	-2	-1.4	0	0.3	-1.7	-1.5
O=S(=O)(c1ccccc1)N1CCN(CCO)CC1	1.0	-0.2	-1	0	0.4	-5	0.3	-4	-0.1	-0.8	0.7
Cc1ccc(C(=O)NNC(=O)CSc2nnc(CNc3ccc(F)cc3)n2C)cc1	0.6	0.2	-5	-3	-0.4	-3	x	-7	-0.5	-1.0	x
CCN1CCc2nc3sc(C(=O)Nc4cccnc4Cl)c(N)c3cc2C1	0.3	-0.3	15	-3	-5.3	-220	-0.5	-72	-2.9	-1.2	1.0
Cc1nc(NCc2ccco2)c(C#N)c2c1COC(C)(C)C2	-2.0	-0.8	9	-2	-1.0	-250	0.9	-86	-2.5	-1.7	3.4
Cc1c(NC(=O)C(=O)/C=C(/O)c2ccccc2)c(=O)n(-c2ccccc2)n1C	3.3	0.7	-2	1	3.2	-8	-0.3	-2	0.2	-0.3	2.0
CN1CCN(S(=O)(=O)c2ccc(N(C)Cc3ccc(C(F)(F)F)cc3)c([N+](=O)[O-])c2)CC1	-2.1	-1.9	-3	-4	-1.0	-4	-0.6	2	-2.4	-2.0	0.6
OCCN(CC#CC(O)(c1ccccc1)c1ccccc1)CCO	-0.7	0.0	-1	-2	-1.5	-3	0.2	0	-0.4	-1.3	1.3
C[C@@]12CCC=C[C@H]1[C@H](c1ccc(C(F)(F)F)cc1)N(Cc1ccccc1)C2=O	-2.3	-0.2	-6	-1	0.7	12	1.8	-1	-2.8	-1.3	0.3
CC1CCCCN1S(=O)(=O)c1ccc(C(=O)N(CCCN(C)C)c2nc3ccc(Br)cc3s2)cc1 (centres undefined)	-1.6	3.1	-8	-3	0.0	-2	0.2	-4	-1.4	-0.8	2.1
CCCn1c2ccccc2c2cnn(CC(=O)NCCOC)c(=O)c21	-1.0	0.1	1	-1	0.6	-56	-1.2	-24	1.9	-1.4	-0.7
O=C(Nc1ccccn1)c1onc2c1CCCC2	6.4	2.1	4	5	-1.9	2	-3.4	2	8.0*	-0.1	-6.7
COC(=O)c1cc2ccccc2oc1=O	-0.8	0.1	1	-4	-2.0	-97	-0.3	-29	0.1	-0.8	2.9
CCn1c2ccccc2c2cc(CN3CCN(Cc4cc(OC)ccc4O)CC3)ccc21	1.0	0.1	1	0	-1.1	4	-0.6	1	-1.6	-1.2	-1.6
CC(=O)c1cccc(NC(=O)C2(c3ccccc3)CC2(Cl)Cl)c1 (centres undefined)	0.9	0.5	1	0	-1.0	0	-1.0	1	-2.2	-0.8	0.5
Cc1ccc(N(CC(=O)NC2CCCC2)C(=O)c2ccc(C)s2)cc1	-0.1	-0.1	-4	0	1.6	0	-0.8	-2	-2.9	-1.4	-1.1
CC(=O)c1cccc(NC(=O)Nc2csc3c2CCCC3)c1	1.7	-0.4	-4	0	-0.5	-7	-0.8	4	-1.6	-0.9	0.2
Cc1cc2c(SCC(=O)NC3CCCC3)ncnc2s1	2.9	-0.6	-4	-2	-0.2	-6	0.4	-3	-1.9	-1.0	-0.1
COC(=O)Cc1ccc(NC(=S)N2CCN(C)CC2)cc1	-1.4	-0.2	1	3	-0.3	1	0.8	1	-1.5	-1.7	4.0
COCCCNC(=O)c1ccccc1NS(=O)(=O)c1ccc(C)cc1	-0.8	-0.1	-2	1	0.9	-34	-1.2	-13	-1.2	-0.9	-0.5
CC(NCc1ccc(S(N)(=O)=O)cc1)C(=O)N1c2ccccc2CC1C (centres undefined)	-0.9	-0.6	0	0	1.1	10	-1.3	-2	-0.2	-0.4	-0.6
Cc1ccnc(NS(=O)(=O)c2ccc(NC(=O)c3ccc(S(=O)(=O)N(C)C)cc3)cc2)n1	1.3	0.4	1	0	-0.9	-2	-0.1	1	-1.9	-2.0	-0.1
COc1ccc(Nc2nc(N3CCCC3)c3ccccc3n2)cc1	-5.0	-2.9	2	-2	1.3	-6	-1.3	-5	-4.4	-1.6	1.2
CN(CC(=O)NCc1ccco1)S(=O)(=O)c1ccc2c(c1)n(C)c(=O)c(=O)n2C	-0.5	-0.2	1	-3	1.0	-21	0.0	-10	-0.5	-0.9	-0.7
COc1cccc(NC(=O)C(=O)NCC(c2ccco2)N2CCc3ccccc3C2)c1 (centres undefined)	-0.4	0.0	1	-2	-1.0	1	-0.7	0	-0.8	-0.2	-0.7
CCc1cc(-c2nnn(CCC3COCCO3)c2CC)cc(CC)c1-c1cn(Cc2ccccc2)nn1 (centres undefined)	-3.0	-2.4	3	-3	0.0	-2	-1.3	3	-3.0	-1.7	-2.1
